Screens deposited in PubChem by Sanford-Burnham Center for Chemical Genomics.
KOR beta-arrestin-1: kappa opioid receptor blockers – cell-based, luminescence, uHTS (AID 1778); KOR beta-arrestin recruitment, luminescence, antagonist mode; higher % means a stronger effect; one-dose inhibition, % at 10 µM; IC50 in µM for titrated hits; 290,000 tested, 0.091% active; also: strong numbers were not always called active
human PMI inhibitors: human PMI inhibitors, high substrate, primary screen, biochemical, fluorescence intensity, high mannose 6-phosphate (AID 1220) | 190,000 tested, 0.66% active | recombinant PMI enzyme, coupled fluorescence intensity; higher % means a stronger effect | inhibition, % at 20 µM, or IC50 in µM where a hit was titrated
LYP phosphatase: PTPN22 lymphoid phosphatase activity blockers – biochemical, fluorescence intensity, uHTS (AID 1779). 290,000 tested, 0.054% active. one-dose inhibition, % at 11.5 µM; IC50 in µM for titrated hits. recombinant LYP phosphatase, fluorescence intensity; higher % means a stronger effect;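 also: plate controls were vehicle with enzyme for no effect and no enzyme for full effect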
NOD1 NF-kB reporter: NOD1 signaling inhibitors, primary screen, cell-based, luminescence, uHTS (AID 1578); inhibition, % at 4 µM, or EC50 in µM where a hit was titrated; 290,000 tested, 1% active; NOD1-driven NF-kB luciferase reporter cells, luminescence; higher % means a stronger effect; in the data active = inhibition mostly above about 36%, no sharp cut-off; inactive = mostly below about 34%;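 also: HEK-293T reporter cells stimulated with the NOD1 agonist gamma-tri-DAP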
human PMI inhibition: MPI enzyme activity inhibition – biochemical, fluorescence intensity, coupled assay, primary screen (AID 1209). purified PMI enzyme, coupled fluorescence intensity; higher % means a stronger effect. inhibition, % at 20 µM, or IC50 in µM where a hit was titrated. 190,000 tested, 0.42% active;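 also: plate controls were DMSO vehicle for no effect and wells lacking substrate for full effect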
NOD2 inhibition: inhibition of NOD2-driven NF-kB reporter – cell-based, luminescence, uHTS, HEK293 (AID 1566). HEK293 NOD2/NF-kB luciferase reporter, luminescence; higher % means a stronger effect. inhibition, % at 4 µM; hits with a dose series show EC50 in µM. 290,000 tested, 0.63% active; also: many of its hits are not listed in these tables
KOR beta-arrestin-2: KOR agonists, beta-arrestin recruitment, primary screen, cell-based, luminescence, uHTS (AID 1777); KOR beta-arrestin recruitment, luminescence; higher % means a stronger effect; activation, % at 10 µM, or EC50 in µM where a hit was titrated; 280,000 tested, 0.02% active; in the data active = activation above about 50%, passing the limit was not always enough; also: a part of the inactive calls stands beside numbers as strong as those of hits
XIAP displacement: XIAP antagonists, biochemical, IAP family, fluorescence polarization (AID 1018); XIAP BIR domain, fluorescence polarization peptide displacement; higher % means a stronger effect; 200,000 tested, 0.007% active; displacement, % at 20 µM; hits with a dose series show IC50 in µM; in the data active = displacement above about 50%; also: a part of the inactive calls stands beside numbers as strong as those of hits
TNAP activation fold: human TNAP enzyme activators, primary screen, biochemical, luminescent, no phosphate acceptor, uHTS (AID 1001); 200,000 tested, 0.03% active; one-dose activation fold at 20 µM; EC50 in µM for titrated hits; purified TNAP, luminescent activation assay, no phosphate acceptor; higher activation fold means a stronger effect; in the data active = activation fold from about 3, or a potency from the dose series; inactive = the rest, 99 in 100 with activation fold below about 1.6; also: many of its hits are not listed in these tables
* marks the source's active call; other numbers are inactive results; x = no result given; [ ] = another dose, or the depositor's remark. Rule as the data show it, unless noted: active = inhibition above about 50%; inactive = the rest. The list is partial; rates above refer to the full screens.

KOR beta-arrestin-2,NOD1 NF-kB reporter,KOR beta-arrestin-1,NOD2 inhibition,TNAP activation fold,LYP phosphatase,XIAP displacement,human PMI inhibition,human PMI inhibitors,SMILES
3.4%,68.1%*,-27.5%,17.9%,1.2,-4.0%,-5.9%,-1.2%,-2.6%,COc1cc(C(=O)NCCCc2nc3ccccc3n2Cc2cc(C)ccc2C)cc(OC)c1OC
-5.2%,-32.3%,-18.4%,-3.8%,1.1,-0.7%,-4.7%,-33.3%,-35.3%,O=C(CSc1ncccc1-c1nc2ccccc2[nH]1)NCc1ccco1
8.2%,3.9%,17.2%,-6.5%,x,-4.0%,x,x,x,Cc1ncc(C(=O)O)c(C(=O)O)c1N
-3.2%,-17.2%,5.0%,1.6%,1.1,-0.9%,-3.4%,-7.7%,-7.2%,C[C@]12CC[C@@H]3c4ccc(O)cc4CC[C@H]3[C@@H]1C[C@@H](O)[C@@H]2O
9.9%,-18.1%,-11.8%,14.6%,1.1,-6.3%,-3.3%,-5.1%,-4.8%,O=C(NCCCn1ccnc1)/C(=C\c1cccs1)NC(=O)c1ccco1
12.7%,0.6%,-39.8%,-18.7%,1,-15.8%,-10.7%,-23.4%,-29.6%,Cn1c(SCc2ccccc2[N+](=O)[O-])nnc1-c1cccnc1
-6.2%,14.1%,16.1%,30.3%,1.1,-0.8%,-1.4%,12.8%,6.2%,CCN(CC)S(=O)(=O)c1cccc(NC(=O)c2ccc(-n3nc(C)cc3C)cc2)c1
-2.2%,14.0%,8.6%,8.5%,1.1,-2.9%,-8.7%,-40.5%,-24.4%,CC(/C=N/n1cnnc1)=C\c1ccco1
1.2%,x,-18.2%,-4.2%,1,0.4%,1.6%,5.1%,6.3%,CCOC(=O)CN1C2=NCCN2c2ccccc21
-3.2%,-6.4%,1.9%,12.5%,x,-7.8%,x,x,x,COc1ccc(CCNC(=O)c2cc3c(=O)n4cccc(C)c4nc3n(CCCN3CCOCC3)c2=N)cc1
2.2%,-58.3%,-59.0%,-35.2%,1.1,-12.1%,-4.3%,-12.5%,-20.3%,COc1cc2c3nnc(-c4ccc(F)cc4)c-3cn(Cc3cccc(F)c3)c2cc1OC
2.1%,-19.4%,-30.1%,12.3%,1.1,-8.5%,-3.0%,2.9%,-1.0%,O=C(NCc1ccccc1)C1CCCN1S(=O)(=O)c1cccc2cccnc12 (configuration not stated)
-0.2%,-7.9%,0.0%,8.7%,1,-1.5%,-23.3%,13.3%,13.2%,O=C(NC(=S)N1CCN(c2ccc([N+](=O)[O-])cc2)CC1)c1ccc(F)cc1
3.9%,-12.5%,-27.0%,18.5%,1,4.1%,-8.3%,-25.7%,-65.0%,CSCc1cc(N(C)C)nc(SCc2ccc(Cl)c(Cl)c2)n1
2.0%,-16.1%,-1.8%,8.8%,x,-8.3%,x,x,x,CCN(CCCNC(=O)c1cc2c(-c3cccc(OC)c3)nn(C)c2s1)Cc1ccccc1
0.9%,5.0%,-5.4%,-8.3%,1.1,-8.9%,-7.0%,9.9%,0.1%,CCCCN(CCCC)C(=O)c1nsnc1-c1ccccc1O
-3.7%,-22.9%,-6.6%,-17.5%,1.1,-2.6%,-2.4%,15.4%,10.9%,CCOC(=O)C1(CC2CCCCO2)CCN(C(=O)Nc2ccc(SC)cc2)CC1 (configuration not stated)
8.9%,-15.9%,-0.4%,2.2%,x,-3.6%,x,x,x,Cc1cc(=O)n2[nH]c(SCc3ccc(Cl)cc3)nc2n1
0.2%,-20.0%,-20.7%[20 µM],12.7%,1,-6.1%,-9.1%,8.4%,1.6%,NS(=O)(=O)c1ccc(NC(=O)Nc2cccc(Cl)c2)cc1
-2.4%,-7.9%,15.4%,-3.7%,x,-6.7%,x,x,x,CN1CCN(C(=O)CCN2C(=O)/C(=C/c3cccc(Br)c3)SC2=S)CC1
2.4%,x,-48.4%,-15.3%,1.1,-4.6%,-2.8%,18.8%,18.7%,Cc1ccc(OCCCC(=O)N2CCOCC2)c(C)c1
-2.5%,9.2%,-48.5%,5.0%,1.1,4.1%,0.8%,9.6%,8.7%,CCSc1nnc(N2C(=O)CC(c3ccsc3)C3=C2CC(C)(C)CC3=O)s1 (configuration not stated)
-4.2%,3.5%,-60.1%,-0.7%,1.1,-7.5%,-4.3%,-1.2%,-1.3%,CCC(=O)Nc1cccc(NC(=O)CSc2nnnn2C2CCCC2)c1
-2.0%,12.2%,-23.0%,11.8%,x,3.97µM*,x,x,x,CCOc1cc(/C=C(\C#N)C(=O)Nc2cccc(C(=O)O)c2)ccc1OCc1ccc(Br)cc1
-0.4%,-18.6%,-13.5%,8.7%,1.1,-5.3%,2.8%,-4.7%,1.3%,Cc1[nH]c(=O)[nH]c(=O)c1S(=O)(=O)N1CCCC(C(=O)N2CCN(c3cccc(C(F)(F)F)c3)CC2)C1 (configuration not stated)

Continuation:
KOR beta-arrestin-2,NOD1 NF-kB reporter,KOR beta-arrestin-1,NOD2 inhibition,TNAP activation fold,LYP phosphatase,XIAP displacement,human PMI inhibition,human PMI inhibitors,SMILES
-0.4%,-87.7%,-28.2%,7.3%,1.1,-4.7%,-0.6%,7.7%,-1.2%,COc1ccc2nc3oc(C(=O)Nc4ccc(OC)c(OC)c4)cc3cc2c1
6.7%,1.1%,-18.1%,-1.6%,x,-7.9%,x,x,x,Fc1ccc(-c2nnc(N3CCOCC3)c3ccccc23)cc1F
-4.5%,10.2%,-13.2%[20 µM],19.3%,x,0.4%,x,x,x,CCc1ccccc1NC(=O)C1CCCN(S(=O)(=O)c2ccc3c(c2)CC(C)N3C(C)=O)C1 (configuration not stated)
-1.8%,-4.7%,-2.8%,-0.4%,x,-9.1%,x,x,x,NC(=O)c1ccc(NC(=O)CN2C(=O)NC(c3ccccc3)(c3ccccc3)C2=O)cc1
-6.2%,-9.3%,-27.5%[20 µM],-6.4%,1,-9.2%,-3.9%,-34.2%,-31.0%,OCCNCc1ccc(OCc2ccc(Cl)cc2Cl)cc1
2.0%,-32.9%,-30.6%,1.9%,1.1,8.7%,-6.6%,7.5%,7.1%,COC(=O)[C@H](Cc1ccccc1)NC(=O)O[C@H]1C(=O)c2ccc(OC)cc2O[C@@H]1c1ccc2c(c1)OCO2
0.4%,14.5%,-20.0%,11.6%,x,-11.2%,x,x,x,CCOc1ccc(NC(=O)CC2C(=O)N(c3cccc(OC)c3)C(=O)N2CCOC)cc1 (configuration not stated)
-1.4%,-8.8%,19.0%,-0.7%,x,-4.2%,x,x,x,CCOC(=O)CC1C(=O)NCCN1C(=O)c1ccc(Cl)cc1Cl (configuration not stated)
0.4%,-12.3%,9.6%,4.5%,x,1.7%,x,x,x,COc1cc(O)c(C(CC(=O)N2CCN(c3ccccc3)CC2)c2cc(OC)c(OC)c(OC)c2)c(OC)c1 (configuration not stated)
-3.4%,-0.1%,22.5%,-5.6%,1,-6.0%,-2.5%,-0.8%,10.7%,CCCc1cc(=O)oc2cc(C)cc(OCC(=O)O)c12
7.1%,-19.3%,5.3%,4.8%,x,-4.6%,x,x,x,CCCCc1nc(SCC(=O)N2CCCC2)c2c(=O)n(C)c(=O)n(C)c2n1
-4.4%,0.8%,-14.6%,22.1%,1,-8.0%,-8.6%,20.0%,17.6%,Cc1cc(C)c(C#N)c(SCc2c(F)cccc2[N+](=O)[O-])n1
4.2%,-23.8%,-28.0%[20 µM],0.1%,1.1,-6.6%,-4.1%,6.5%,-3.7%,COc1ccc(S(=O)(=O)N2CCCCCC2)cc1Br
-0.5%,-18.7%,16.0%,7.9%,x,-1.1%,x,x,x,CC1CCCN(C(=O)Cn2nnc(-c3ccc(F)cc3)n2)C1 (configuration not stated)
1.6%,-25.3%,-32.8%,-37.9%,1.1,-10.4%,-7.2%,-0.8%,-2.4%,CC1Cc2ccccc2N1C(=O)CSc1ccccc1 (configuration not stated)
2.7%,5.5%,-18.1%,-7.8%,1,2.3%,-12.2%,-24.5%,-3.9%,COc1ccccc1/C(O)=C(\C#N)c1nc2ccccc2[nH]1
-4.3%,-65.8%,10.0%,-73.3%,x,-4.0%,x,x,x,Cc1cc(OCc2cc(C(=O)N(C)C3CCOC3)no2)cc(C)c1Cl (configuration not stated)
-2.3%,1.4%,-9.5%,2.9%,1.1,-4.2%,-3.4%,-1.7%,5.7%,COc1ccc(C2=NO[C@@H]3[C@@H]4C[C@@H]([C@H]5C(=O)N(C)C(=O)[C@@H]45)[C@H]23)cc1
4.5%,-8.3%,-32.1%,12.1%,1.1,-4.9%,-0.7%,2.7%,-8.7%,Cc1ccc(CNC(=O)C(C)OC(=O)c2ccco2)cc1 (configuration not stated)
4.2%,-41.7%,-33.6%,-5.8%,1.1,-21.9%,-1.9%,-2.5%,6.9%,Cc1ccc(S(=O)(=O)c2c(N)n(NC(=O)C3CC3)c3nc4ccccc4nc23)cc1
x,17.9%,-7.7%,6.4%,1,10.3%,-10.7%,18.5%,18.2%,Cc1c(C(=O)OCC(=O)N(CCC#N)c2ccccc2)oc2c1ccc1ccccc12
-4.6%,-5.5%,10.8%[20 µM],5.4%,1.1,-0.3%,-15.7%,22.1%,22.7%,Cc1nn(-c2ccccc2)cc1C(c1c(N)[nH]c(=S)[nH]c1=O)c1c(N)[nH]c(=S)[nH]c1=O
2.7%,12.0%,6.6%,9.6%,1.1,-7.4%,-1.3%,-8.9%,-11.2%,CCOc1ccc(NC2=NCC(=O)N2CCc2ccccc2)cc1
x,-19.5%,22.9%[20 µM],14.4%,1,-2.8%,-5.4%,-9.3%,-10.6%,CCCC(c1nnnn1Cc1ccco1)N1CCN(c2ccccc2)CC1 (configuration not stated)
-6.5%,-9.3%,x,-2.4%,0.8,3.5%,-5.9%,0.4%,4.8%,CCN(CC)c1ccc(/C=N/N=C(c2ccccc2)c2ccccc2)c(O)c1
1.4%,-12.1%,12.6%,-10.6%,x,-3.9%,x,x,x,O=C(Nc1nnc(CCN2CCCCC2)s1)c1cccc(Cl)c1

A draw from above in order of formula weight, rising.
KOR beta-arrestin-2,NOD1 NF-kB reporter,KOR beta-arrestin-1,NOD2 inhibition,TNAP activation fold,LYP phosphatase,XIAP displacement,human PMI inhibition,human PMI inhibitors,SMILES
2.7%,12.0%,6.6%,9.6%,1.1,-7.4%,-1.3%,-8.9%,-11.2%,CCOc1ccc(NC2=NCC(=O)N2CCc2ccccc2)cc1
-4.3%,-65.8%,10.0%,-73.3%,x,-4.0%,x,x,x,Cc1cc(OCc2cc(C(=O)N(C)C3CCOC3)no2)cc(C)c1Cl (configuration not stated)
-6.5%,-9.3%,x,-2.4%,0.8,3.5%,-5.9%,0.4%,4.8%,CCN(CC)c1ccc(/C=N/N=C(c2ccccc2)c2ccccc2)c(O)c1

Reprinted at random: 4 records from the list, in no set order.
KOR beta-arrestin-2,NOD1 NF-kB reporter,KOR beta-arrestin-1,NOD2 inhibition,TNAP activation fold,LYP phosphatase,XIAP displacement,human PMI inhibition,human PMI inhibitors,SMILES
-6.5%,-9.3%,x,-2.4%,0.8,3.5%,-5.9%,0.4%,4.8%,CCN(CC)c1ccc(/C=N/N=C(c2ccccc2)c2ccccc2)c(O)c1
7.1%,-19.3%,5.3%,4.8%,x,-4.6%,x,x,x,CCCCc1nc(SCC(=O)N2CCCC2)c2c(=O)n(C)c(=O)n(C)c2n1
x,-19.5%,22.9%[20 µM],14.4%,1,-2.8%,-5.4%,-9.3%,-10.6%,CCCC(c1nnnn1Cc1ccco1)N1CCN(c2ccccc2)CC1 (configuration not stated)
2.0%,-32.9%,-30.6%,1.9%,1.1,8.7%,-6.6%,7.5%,7.1%,COC(=O)[C@H](Cc1ccccc1)NC(=O)O[C@H]1C(=O)c2ccc(OC)cc2O[C@@H]1c1ccc2c(c1)OCO2
